# High-throughput results from PubChem.
# GPR55 beta-arrestin = GPR55 agonists via beta-arrestin recruitment, primary screen, imaging, U2OS cells, beta-arrestin-GFP redistribution (AID 1961); G-protein coupled receptor 55 (Homo sapiens); U2OS GPR55 beta-arrestin-GFP redistribution imaging; higher % means a stronger effect; one-dose activation, % at 10 µM; EC50 in µM for titrated hits; 290,000 tested, 0.048% active;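 active = activation above 40% with more than 50 cells counted in the well; inconclusive = wells holding fewer than 50 cells, flagged as toxic or sparse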;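 note: U2OS osteosarcoma cells stably expressing GPR55 and beta-arrestin-GFP; plate controls were DMSO negative control for no effect and LPI positive control for full effect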
# Myeloid diff MLP = induction of myeloid progenitor differentiation, primary screen, cell-based, flow cytometry, MLPCN library; 360,000 tested, 1% active; calls only at 10 µM; ER-HoxA9 myeloid progenitors, lysozyme-GFP differentiation;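 active = normalized GFP-positive differentiation at or above the plate's own cutoff, the solvent-only control mean plus 3 SD; inconclusive = no clear call, values can overlap the other calls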;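 note: cells exposed to compound for four days before flow analysis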
# KOR beta-arrestin-1 = KOR antagonists, beta-arrestin recruitment, cell-based, luminescence, uHTS (AID 1778); 290,000 tested, 0.091% active; Kappa-type opioid receptor (Homo sapiens); inhibition, % at 10 µM; hits with a dose series show IC50 in µM; KOR beta-arrestin recruitment, luminescence, antagonist mode; higher % means a stronger effect; note: strong numbers were not always called active
# T cell HTS = modulators of CD8 T cell-vesicle binding, primary screen, mouse 2C CD8+ T cells, flow cytometry; calls only at 7 µM; 2C CD8+ T cell-vesicle binding; active compounds read low; 330,000 tested, 0.068% active;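 active = response, share of CD8 T cells binding vesicles, and their 90th percentile fluorescence all below set limits, cut at about 80% in these data, passing the limit was not always enough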
#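 System: murine 2C transgenic CD8+ T lymphocytes; also added: QL9-loaded Drosophila micro-vesicles; times: binding 1.5 h at 37 °C; measured by: flow cytometry, PE anti-B7-1 (FL2) versus Alexa647 anti-CD8 (FL8), PFA-fixed; control set: Peptide-free naked vesicles (low) and QL9 vesicles with 0.7% DMSO vehicle (high)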
# KOR beta-arrestin-2 = KOR agonists, beta-arrestin recruitment, primary screen, cell-based, luminescence, uHTS (AID 1777). activation, % at 10 µM; hits with a dose series show EC50 in µM. KOR beta-arrestin recruitment, luminescence; higher % means a stronger effect. 280,000 tested, 0.02% active. Kappa-type opioid receptor (Homo sapiens); in the data active = activation above about 50%, passing the limit was not always enough; note: a part of the inactive calls stands beside numbers as strong as those of hits
# GPR55 antagonists = GPR55 antagonists blocking LPI-driven arrestin recruitment, primary screen, imaging, U2OS, beta-arrestin-GFP, LPI agonist (AID 2013). G-protein coupled receptor 55 (Homo sapiens). U2OS GPR55 beta-arrestin-GFP translocation imaging, LPI antagonism; higher % means a stronger effect. inhibition, % at 10 µM; hits with a dose series show IC50 in µM. 290,000 tested, 0.13% active;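 active = spots per cell inhibited over 60%, with over 100 cells counted and total cytoplasm intensity under 500,000; inconclusive = wells with under 100 cells, flagged as likely toxic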;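 note: U2OS cells stably carrying GPR55 and arrestin-GFP stimulated by 5 µM LPI near EC80; imaged beta-arrestin-GFP aggregate spots per cell after agonist stimulation; plate controls were LPI-stimulated DMSO wells for no effect and DMSO wells without LPI for full effect; some results filed as inactive read as strong as hits; confirmed hits need IC50 under 10 µM and bright autofluorescent wells are also inconclusive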
# NOD1 NF-kB reporter = NOD1 signaling inhibitors, primary screen, cell-based, luminescence, uHTS (AID 1578). NOD1-driven NF-kB luciferase reporter cells, luminescence; higher % means a stronger effect. 290,000 tested, 1% active. inhibition, % at 4 µM, or EC50 in µM where a hit was titrated; in the data active = inhibition mostly above about 36%, no sharp cut-off; inactive = mostly below about 34%;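 note: HEK-293T reporter cells stimulated with the NOD1 agonist gamma-tri-DAP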
# NTR1 agonist = agonists of NTR1, primary screen, imaging, U2OS cells, beta-arrestin-GFP, high content (AID 493036). NTR1-U2OS beta-arrestin-GFP spot imaging, agonist mode. 330,000 tested, 0.17% active. Neurotensin receptor type 1 (Homo sapiens), P30989. activation, % at 20 µM;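 active = activation at or above 40% of the spot to cytoplasm intensity ratio, with at least 20 cells analyzed; inconclusive = wells under 20 cells, flagged as cytotoxic or low count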;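 note: 0% = DMSO without peptide and 100% = 100 nM NTR1 peptide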
# Target sequence (P30989 whole entry, looked up): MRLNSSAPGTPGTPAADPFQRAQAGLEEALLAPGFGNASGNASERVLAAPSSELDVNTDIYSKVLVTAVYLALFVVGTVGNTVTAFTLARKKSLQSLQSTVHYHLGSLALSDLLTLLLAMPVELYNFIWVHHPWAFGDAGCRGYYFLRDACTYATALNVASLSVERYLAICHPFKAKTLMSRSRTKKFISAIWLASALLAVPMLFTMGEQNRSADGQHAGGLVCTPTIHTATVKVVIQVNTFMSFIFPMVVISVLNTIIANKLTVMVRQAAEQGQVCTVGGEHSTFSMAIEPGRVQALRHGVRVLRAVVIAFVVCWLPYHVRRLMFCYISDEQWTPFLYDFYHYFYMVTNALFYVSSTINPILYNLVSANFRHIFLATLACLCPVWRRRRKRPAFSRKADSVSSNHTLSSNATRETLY
# HEK293 NOD2/NF-kB = NOD2 signaling inhibitors, cell-based, luminescence, uHTS, HEK293 (AID 1566); 290,000 tested, 0.63% active; one-dose inhibition, % at 4 µM; EC50 in µM for titrated hits; HEK293 NOD2/NF-kB luciferase reporter, luminescence; higher % means a stronger effect; note: many of its hits are not listed in these tables
# T cell HTS vesicle-bound % = recorded beside T cell HTS, whose call it bears; double positive events, %; measured here: CD8+ vesicle-bound cell fraction;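 binding gate set so that unloaded-vesicle control wells show 10% double positive cells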
# NTR1 agonist cell count 20 µM = second read-out of NTR1 agonist, no call of its own (marks repeat the call); cell count; measured here: cell count, cytotoxicity flag
# Myeloid diff MLP GFP+ MAC1+ % = further read-out of Myeloid diff MLP, marked with its call; GFP+ MAC1+ double positive, %; measured here: differentiation confirmed by MAC1 staining
# An asterisk follows results filed as active; i = inactive; ? = inconclusive; · = not tested or not shown; + = active, no number; [ ] = another dose, or the depositor's remark. Cut-off read from the data, not from the text of the source, unless noted: active = inhibition above about 50%; inactive = the rest.
SMILES,GPR55 beta-arrestin,Myeloid diff MLP,Myeloid diff MLP GFP+ MAC1+ %,KOR beta-arrestin-1,T cell HTS,T cell HTS vesicle-bound %,KOR beta-arrestin-2,GPR55 antagonists,NOD1 NF-kB reporter,NTR1 agonist,NTR1 agonist cell count 20 µM,HEK293 NOD2/NF-kB
COCCN(Cc1cn(C)nc1-c1ccccc1F)C(C)C,-0.1%,i,0.1,-14%,i,35,1.5%,-1%,-48%,1.2,42,-19%
COc1cc(SC)ccc1C(=O)N(C)Cc1ccccc1,-0.1%,i,0.5,-1%,i,34,-3.1%,·,13%,0.4,49,12%
O=[N+]([O-])c1cn(Cc2ccc(Cl)cc2)cn1,0.0%,i,1.2,-21%,i,12,1.4%,3%,-47%,-0.8,44,-4%
CC(NS(=O)(=O)c1ccccc1)C1COc2ccccc2O1 (stereo unspecified),0.2%,i,0.4,0%,i,34,-3.0%,-2%,-2%,2.6,51,3%
Cc1cc(N/N=C/c2ccccc2Cl)nc(NCc2ccccc2)n1,-0.3%,i,0.5,24%,i,7,5.9%,38%,-20%,18,40,-8%
CC(O)CSc1nc2c(c(=O)[nH]c(=O)n2C)n1CC(O)COc1ccccc1 (stereo unspecified),0.6%,i,0.8,-5%,i,31,-5.3%,10%,-13%,8.1,31,-4%
O=C(Nc1nnc(-c2ccccc2)o1)C1CCCCC1,-0.3%,i,1.0,-11%,i,37,-2.2%,1%,-12%,3.3,72,2%
Cc1cccc(-n2c(-c3csc(C)c3C)n[nH]c2=S)c1,-0.2%,i,0.2,4%,i,51,1.0%,-4%,-47%,2.1,62,-20%
Cc1nn(CC(=O)N2CCN(C)CC2)c(=O)c2ccccc12,0.5%,i,0.2,-8%,i,21,-0.9%,4%,-7%,1.3,64,13%
O=S(=O)(Nc1nc(SCc2ccc(Cl)cc2)n[nH]1)c1ccccc1,-0.1%,i,0.9,20%,i,33,7.0%,2%,-2%,3.7,43,1%
Cn1c(=O)[nH]c(=O)c2c1nc1n2CC(O)CN1c1ccccc1 (stereo unspecified),-0.1%,i,0.5,0%,i,40,1.5%,-6%,-9%,0.0,77,-14%
Cc1occc(=O)c1O,-0.1%,i,2.6,5%,i,22,-0.2%,1%,-15%,-2.1,56,11%
CCOc1ccc(/C=C2\NC(=S)NC2=O)cc1,-0.1%,i,0.3,28%,i,45,-0.4%,11%,-1%,-2.1,66,7%
CC(C)CNC(=O)NC(=O)COc1c(F)c(F)cc(F)c1F,-0.3%,i,1.2,-22%,i,63,0.1%,12%,-36%,0.8,68,3%
COc1ccc(CNC(=O)Nc2cccc(C(F)(F)F)c2)cc1OC,-0.1%,i,0.9,-7%,i,43,0.4%,2%,17%,0.8,44,25%
O=C(/C=C/c1ccccc1Cl)Nc1cccnc1,0.3%,i,0.3,-11%,i,30,-0.6%,8%,-65%,3.5,47,-87%
COc1cc(NC(=O)C2CCCO2)c(OC)cc1NC(=O)c1ccccc1 (stereo unspecified),0.0%,i,0.6,27%,i,44,-0.6%,4%,-29%,0.5,45,2%
COc1ccc(OC)c(NC(=O)CCOc2cccc(C)c2)c1,0.2%,?,·,-58%,i,31,7.7%,-2%,10%,2.4,64,18%
O=C(Cc1sc(-c2ccccc2)nc1-c1ccccc1)Nc1ccc(Cl)cc1,-0.1%,i,3.1,22%,i,22,-9.4%,8%,-80%,0.7,55,-6%
Cc1cc(C)c(C#N)c(SC2CCCCC2=O)n1 (stereo unspecified),-0.1%,i,4.1,-12%,i,41,1.5%,5%,-15%,-0.3,46,21%
CN(C(=S)Nc1ccc(SC(F)F)cc1)C(c1ccccc1)c1ccccc1,0.2%,i,0.3,18%,i,35,-1.1%,16%,0%,1.7,83,12%
O=[N+]([O-])c1ccc(NNC(=S)Nc2ccccc2)cc1,-0.1%,i,0.4,52%,i,31,-0.2%,5%,-10%,2.2,38,-26%
O=C(Cc1ncc(C(F)(F)F)cc1Cl)NCCc1ccccc1,-0.3%,i,0.3,13%,i,36,-7.6%,-5%,-6%,-0.1,56,14%
N#CCC(=O)N/N=C/c1cn(Cc2ccccc2C#N)c2ccccc12,-0.1%,i,0.4,13%,i,25,6.6%,8%,-4%,-0.9,42,-58%
Cc1ccc(S(=O)(=O)NCc2ccccc2)cc1C(=O)N1CCCCC1,0.0%,i,1.3,-12%,i,5,3.4%,1%,-13%,-0.2,77,13%
SMILES,GPR55 beta-arrestin,Myeloid diff MLP,Myeloid diff MLP GFP+ MAC1+ %,KOR beta-arrestin-1,T cell HTS,T cell HTS vesicle-bound %,KOR beta-arrestin-2,GPR55 antagonists,NOD1 NF-kB reporter,NTR1 agonist,NTR1 agonist cell count 20 µM,HEK293 NOD2/NF-kB
COc1ccc(/C=N/NC(=S)Nc2ccccc2[N+](=O)[O-])cc1O,-0.4%,i,0.1,23%,i,34,9.7%,-2%,8%,·,·,-12%
O=C(NCCCc1ccc(F)cc1)C1CCC(=O)N(CCN2CCOCC2)C1 (stereo unspecified),0.2%,i,0.6,-43%,i,27,-3.6%,2%,-14%,0.7,73,7%
Clc1ccc(Cl)c(-c2nn3c(COc4ccccc4)nnc3s2)c1,-0.1%,i,6.6,-20%,i,14,26%,-13%,-12%,9.9,54,5%
O=C(O)CSc1ncccc1C(=O)O,0.2%,i,0.4,·,i,3,-3.1%,10%,-17%,2.1,36,0%
CC(C)(C)C(=O)N1CCc2cc(-c3csc(N)n3)ccc21,-0.1%,i,0.6,-16%,i,14,4.7%,6%,20%,0.6,36,-165%
Cc1nsc(Nc2ccccc2)c1C#N,-0.6%,i,0.4,-15%,i,14,-3.2%,0%,16%,-0.3,32,29%
Cc1ccc(-c2n[nH]c(=O)c3ccccc23)c(C)c1,0.0%,i,0.4,-38%[20 µM],i,47,4.5%,6%,-4%,0.7,52,16%
O=C(NCc1ccc2c(c1)OCO2)c1cccc(S(=O)(=O)N2CCOCC2)c1,0.0%,i,8.4,9%,i,34,-3.8%,13%,-15%,0.4,68,1%
C1CCc2c(nc3nnnn3c2NC2CCCC2)C1,-0.1%,i,1.0,0%,i,28,3.8%,-7%,5%,-1.6,49,12%
O=c1c2ccccc2[nH]c(=S)n1CCN1CCc2ccccc2C1,-0.1%,i,0.4,19%,i,55,0.2%,6%,-4%,3.5,56,6%
CN(Cc1c(C(=O)N/N=C/c2ccccc2)nnn1-c1nonc1N)c1ccccc1,-0.2%,i,0.0,-17%,i,13,4.0%,-8%,-11%,2.3,69,11%
CN(CC(=O)Nc1ccc(N2CCOCC2)cc1)C(=O)COc1ccccc1F,-0.2%,i,0.4,9%,i,53,-2.2%,3%,-3%,1.6,55,2%
CN(CCO)Cc1csc2ccc(Br)cc12,0.2%,i,1.5,-31%,i,53,3.8%,17%,2%,2.0,67,10%
O=C(NNC(=O)C1CCN(Cc2ccc(F)cc2Cl)CC1)Nc1ccc([N+](=O)[O-])cc1,0.2%,i,0.0,-39%[20 µM],i,28,-8.0%,5%,-14%,-0.5,44,4%
CCOc1ccc(NC(=O)CN2CCN(CC(=O)Nc3ccc4c(c3)OCO4)CC2)cc1,-0.1%,i,1.6,11%,i,46,-2.0%,6%,-29%,7.4,54,-33%
O=C(NC(=S)Nc1cc(Cl)ccc1N1CCOCC1)c1ccc(-c2cccc(Cl)c2)o1,1.2%,i,0.8,4%,i,18,1.5%,-2%,-47%,-0.7,46,-6%
COc1ccc2oc(=O)c(C(=O)N3CCN(C(=O)c4ccco4)CC3)cc2c1,0.5%,i,0.5,-21%,i,47,1.9%,-8%,29%,0.5,43,-19%
CN(C)CCN=c1cc(-c2ccccc2)oc2ccc(Cl)cc12,-0.2%,i,0.1,-13%,·,·,1.7%,16%,-51%,·,·,-89%
Cn1cnc([N+](=O)[O-])c1Sc1ccccc1,0.0%,i,0.8,8%,i,26,-6.8%,-6%,26%,8.3,104,-3%
Cc1nc2scc(C)n2c(=O)c1S(=O)(=O)Nc1ccc(N2CCOCC2)cc1,0.2%,i,3.9,-4%,i,13,8.3%,-8%,-14%,-0.6,51,14%
O=C(Nc1ccc(N2CCOCC2)cc1)c1ccc([N+](=O)[O-])o1,0.5%,+,1.5*,0%,i,21,1.8%,0%,-16%,2.6,43,-10%
COc1cc(/C=N/NC(=O)c2cccc([N+](=O)[O-])c2)cc(OC)c1O,0.4%,i,0.1,-37%,i,39,7.1%,-14%,-26%,3.7,90,8%
Cc1nn(C)cc1S(=O)(=O)N1CCCC(C(=O)O)C1 (stereo unspecified),0.3%,i,0.2,-11%,i,36,11%,0%,-4%,-1.0,39,7%
Cc1cc(/C=C2\C(=N)N3N=C(C(C)C)SC3=NC2=O)c(C)n1Cc1ccccc1,-0.1%,i,0.2,1%,i,34,·,79%,7%,-0.9,51,30%
CCc1nnc(SCC(=O)Nc2ccc(N3CCOCC3)cc2)n1C,-0.1%,i,0.4,-15%,i,38,2.6%,23%,-7%,-0.3,46,0%
CN(C)S(=O)(=O)c1ccc(S(=O)(=O)NCCN2CCOCC2)cc1,0.2%,i,0.3,-22%[20 µM],i,15,6.5%,-12%,-21%,-0.4,52,-6%
Cc1onc(-c2ccccc2)c1C(=O)OCC(=O)Nc1ccc2c(c1)OCO2,-0.2%,i,1.1,6%,i,56,-2.9%,1%,-32%,-1.4,78,-3%
CC(=O)NC(Cc1c[nH]c2ccccc12)C(=O)OCC(=O)Nc1ccc2c(c1)OCO2 (stereo unspecified),0.7%,?,·,-37%,i,43,-3.9%,4%,-1%,2.1,53,-5%
CCOC(=O)C1(CCOc2ccccc2)CCN(S(=O)(=O)N(C)C)CC1,-0.3%,i,1.4,-5%,i,53,-0.3%,-1%,24%,1.2,60,-12%

# Some of the compounds tested, so the mix of outcomes need not match the whole.
